# Screening data (PubChem BioAssay)
# Pf apPOL inh: Pf-apPOL inhibitors, biochemical, fluorescence; inhibition, % at 10 µM; Plasmodium falciparum apicoplast DNA polymerase (apPOL); Recombinant Pf-apPOL, molecular beacon fluorescence, 1.5 h; actives 0.25% (n = 210,000)
# mHTT-CaM PPI inh: mutant huntingtin-calmodulin interaction inhibitors – biochemical, AlphaScreen, primary screen; inhibition, % at 15 µM; actives 3.6% (n = 190,000); P42858; AID 1671202, 2021; AlphaScreen His-mHTT/GST-CaM binding, luminescence;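 also: 0% = both proteins with DMSO and 100% = one protein alone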
# Numbers without * were called inactive; . = no result given. Rule as the data show it: active = inhibition above about 50%; inactive = the rest. This is a subset; count on the stated rates, not on these rows.
# The opening 21 compounds, to show the layout:
SMILES,Pf apPOL inh,mHTT-CaM PPI inh
CN(C1CCCC1)S(=O)(=O)c1ccc(C(=O)Nc2ccccc2C#N)cc1,1,-14
COc1ccc(NC(=O)CC(C)c2ccccc2)c([N+](=O)[O-])c1 (centres undefined),-14,17
COc1cccc(-c2nc(-c3ccc([N+](=O)[O-])cc3)no2)c1,-3,-6
Cc1nn(-c2ccc(C(=O)NC(C)C)cc2)c2c1C(=O)CCC2,-1,-8
CC(=O)NCCc1csc(C2CCN(C(=O)NCc3ccc(C)cc3)CC2)n1,-3,0
Cc1cccc(-c2ncccc2CNC(=O)c2cccc(F)c2)c1,2,-11
CCOC(=O)N1CCN(C(=O)CSc2nc(-c3cccc(C)c3)ns2)CC1,-5,8
Cc1ccc(F)cc1NC(=O)CCCc1ccccc1,2,-9
COC(=O)c1ccccc1N=CNO,-10,.
COc1ccccc1C(=O)Nc1cnc(N2CCCCCC2)nc1,-1,-2
O=c1[nH]c2ccccc2nc1Cc1ccc(Cl)cc1Cl,0,-1
O=C(NCCc1cccnc1)c1cccnc1N1CCNC(c2ccccc2)C1 (centres undefined),2,-3
Cc1ccc(NC(=O)c2cc(Cl)cc(Br)c2O)cc1Br,-3,19
O=C1OC(c2ccccc2)OC(=O)C1=Cc1ccc(-c2cccc(C(=O)O)c2)o1 (centres undefined),0,2
COCCc1noc(COC2CCN(Cc3ccc(C)o3)CC2)n1,-6,1
COc1cccc(Oc2nccnc2N2CCC(C(=O)Nc3ccc(C)c(F)c3)CC2)c1,-3,7
CCOc1ccc(C(=O)Nc2ccc(I)cc2C)cc1,-3,0
Cc1ccc(C2Cn3nc(-c4nc(C5CCCCC5)no4)cc3CO2)cc1 (centres undefined),-3,1
CN1C(=O)C(CC(=O)NCc2cccc(F)c2)Sc2ncccc21 (centres undefined),-2,-1
Cc1ccc(NC(=O)/C=C/c2ccc3c(c2)OCO3)c(Br)c1,-4,0
CCOC(=O)CNC(=O)CN1CC(c2nc(C)no2)C1,8,-6

# The list itself, previewed entries included:
SMILES,Pf apPOL inh,mHTT-CaM PPI inh
CN(C1CCCC1)S(=O)(=O)c1ccc(C(=O)Nc2ccccc2C#N)cc1,1,-14
COc1ccc(NC(=O)CC(C)c2ccccc2)c([N+](=O)[O-])c1 (centres undefined),-14,17
COc1cccc(-c2nc(-c3ccc([N+](=O)[O-])cc3)no2)c1,-3,-6
Cc1nn(-c2ccc(C(=O)NC(C)C)cc2)c2c1C(=O)CCC2,-1,-8
CC(=O)NCCc1csc(C2CCN(C(=O)NCc3ccc(C)cc3)CC2)n1,-3,0
Cc1cccc(-c2ncccc2CNC(=O)c2cccc(F)c2)c1,2,-11
CCOC(=O)N1CCN(C(=O)CSc2nc(-c3cccc(C)c3)ns2)CC1,-5,8
Cc1ccc(F)cc1NC(=O)CCCc1ccccc1,2,-9
COC(=O)c1ccccc1N=CNO,-10,.
COc1ccccc1C(=O)Nc1cnc(N2CCCCCC2)nc1,-1,-2
O=c1[nH]c2ccccc2nc1Cc1ccc(Cl)cc1Cl,0,-1
O=C(NCCc1cccnc1)c1cccnc1N1CCNC(c2ccccc2)C1 (centres undefined),2,-3
Cc1ccc(NC(=O)c2cc(Cl)cc(Br)c2O)cc1Br,-3,19
O=C1OC(c2ccccc2)OC(=O)C1=Cc1ccc(-c2cccc(C(=O)O)c2)o1 (centres undefined),0,2
COCCc1noc(COC2CCN(Cc3ccc(C)o3)CC2)n1,-6,1
COc1cccc(Oc2nccnc2N2CCC(C(=O)Nc3ccc(C)c(F)c3)CC2)c1,-3,7
CCOc1ccc(C(=O)Nc2ccc(I)cc2C)cc1,-3,0
Cc1ccc(C2Cn3nc(-c4nc(C5CCCCC5)no4)cc3CO2)cc1 (centres undefined),-3,1
CN1C(=O)C(CC(=O)NCc2cccc(F)c2)Sc2ncccc21 (centres undefined),-2,-1
Cc1ccc(NC(=O)/C=C/c2ccc3c(c2)OCO3)c(Br)c1,-4,0
CCOC(=O)CNC(=O)CN1CC(c2nc(C)no2)C1,8,-6
CCOC(=O)c1ccc(NC(=O)N2CCc3nc4cc[nH]n4c(=O)c3C2)cc1,0,1
COc1ccc(C(=O)Nc2cc(Cl)ccc2OC)cc1,-5,-13
Cc1ccc(-c2cc(NC(=O)c3cccc(N(C)C)c3)on2)s1,2,-14
CCNc1nccc(N2CCC(CC(=O)NCc3ccc(OC)c(OC)c3)CC2)n1,0,13
# The results go on.
SMILES,Pf apPOL inh,mHTT-CaM PPI inh
Cc1cc(C)n(C(=O)c2c(-c3ccccc3)noc2C)n1,1,-11
CCC(=O)c1cc2c(cc1NC(=O)C(C)C)OCCO2,-4,-8
Cc1ccc(CNC(=O)c2nc3cccnc3n(C)c2=O)cc1,-1,3
Clc1ccc(-c2cn3cc(Cl)ccc3n2)cc1,-4,-7
CC(=O)c1cccc(NC(=O)Cc2cccs2)c1,-1,6
O=C(O)C1=Cc2ccccc2OC=C1,-8,-2
CCNC(=O)Nc1cccc(-c2nc3ccccc3o2)c1,-4,-2
CC(=O)Nc1ccc(S(=O)(=O)NC(=O)C23CC4CC(CC(C4)C2)C3)cc1,-7,3
Cc1c(C(=O)N(C)CCC#N)oc2ccc(S(=O)(=O)N3CCCCCC3)cc12,-9,0
Cc1ccc(C(=O)Nc2ccc(S(=O)(=O)Nc3onc(C)c3C)cc2)o1,-1,3
COc1ccc(C2C(C#N)=C(N)Oc3nc(C)[nH]c32)cc1OCc1ccccc1 (centres undefined),-10,5
O=C1S/C(=C\c2cccs2)C(=O)N1c1ccc(Cl)cc1,-1,1
O=C(O)c1ccccc1-c1ccccc1C(=O)N1CCCCC1,-5,-11
CC(NC(=O)c1ccc(CS(=O)(=O)Cc2ccccc2Cl)o1)c1ccccc1 (centres undefined),-5,-7
Cc1c(CC(Cl)(Cl)Cl)c2c(n1CCC(=O)O)CC(C)(C)CC2=O,-7,2
O=C(Nc1nnc(C(F)(F)F)s1)c1ccc(N2C(=O)C3C4C=CC(C4)C3C2=O)cc1 (centres undefined),-4,-1
CC(C)CC(C(=O)O)N1C(=O)C(=Cc2ccco2)SC1=S (centres undefined),16,6
CN(C)c1ccc(/C=C2\SC(=O)N(CNc3ccccc3Cl)C2=O)cc1,0,29
COc1ccc(C2C(C#N)=C(N)N(c3ccc(F)cc3)C3=C2C(=O)CC(C)(C)C3)cc1 (centres undefined),-3,9
c1ccc(N2CCN(Cc3ccco3)CC2)nc1,-7,1
COc1ccc(-c2c(C#N)sc(C(=O)NC3(O)C(=O)c4ccccc4C3=O)c2-c2ccc(OC)cc2)cc1,4,.
COc1ccc(-n2nc3c(c2NC(=O)C(C)C)CS(=O)(=O)C3)cc1,3,2
CCNC(=O)N1CCCN(Cc2ccc(C)s2)CC1,-2,4
O=C1OC(c2ccccc2Cl)=N/C1=C/c1ccc2c(c1)OCO2,-4,1
CCOc1cccc(CNC(=O)c2nnn3c2COC(c2ccc(C)cc2)C3)c1 (centres undefined),-2,7

# Sorted by count of non-hydrogen atoms (low to high): some entries from above
SMILES,Pf apPOL inh,mHTT-CaM PPI inh
CCNC(=O)N1CCCN(Cc2ccc(C)s2)CC1,-2,4
O=C1S/C(=C\c2cccs2)C(=O)N1c1ccc(Cl)cc1,-1,1
CN(C1CCCC1)S(=O)(=O)c1ccc(C(=O)Nc2ccccc2C#N)cc1,1,-14

# (list continues)
SMILES,Pf apPOL inh,mHTT-CaM PPI inh
CCN1C(=O)NC(=O)/C(=C/c2cn(CC(=O)NCCCOC)c3ccccc23)C1=O,-2,4
Cc1ccccc1NS(=O)(=O)c1ccc2nc(-c3ccccc3)[nH]c2c1,11,1
COc1ccccc1-n1c(SCC(=O)N2CCN(c3ccccc3)CC2)nc2[nH]ncc2c1=O,-9,26
O=C(Nc1ccc(Br)cc1)c1cc2n(n1)C(C(F)(F)F)CC(c1cccs1)N2 (centres undefined),-4,11
CC(C)CNCc1nc2sc3c(c2c(=O)[nH]1)CCCC3,-18,-4
CCN(CC)C(=O)CC[C@H]1CC[C@]2(CCCN(Cc3ccccc3)C2)O1,-2,-7
COc1ccc(C2C(C#N)=C(N)OC3=C2C(=O)CC(c2ccccc2)C3)c(OC)c1C (centres undefined),-11,44
Cc1ccc(F)cc1NC(=O)Cn1nc2c(cc1=O)CCCC2,-2,1
Cc1cc(C)c(C)c(OCC(=O)Nc2ccccc2C(N)=O)c1,-1,-5
O=C(c1ccc(Cl)s1)N1CCCCC1CCN1CCOCC1 (centres undefined),-5,1
CCC(=O)N1CCC(c2nc(C(=O)N3CCCC3)c(C)o2)CC1,0,0
CCC1CN(C(=O)NCc2ccc(F)cc2)c2ccccc2O1 (centres undefined),-2,-18
COc1cccc(CNC(=O)C2(C)CCCN(C(=O)NC3CCCCC3)C2)c1 (centres undefined),-7,-5
COc1cc(Cl)cc(NC(=O)CCN2CCN(C)CC2)c1,-3,-8
CCCc1cc(C(=O)N2CCCC2c2ccc(F)cc2)no1 (centres undefined),-1,-13
O=C(NCC1(O)CCc2ccccc2C1)C12CC3CC(CC(C3)C1)C2 (centres undefined),-2,1
CC1=C(C(=O)Nc2cccnc2)C(c2ccncc2)n2nc(SCc3ccccc3F)nc2N1 (centres undefined),2,5
CCOC(=O)C1C(=O)C=C(c2ccco2)CC1c1ccc(F)cc1 (centres undefined),-2,-4
COc1ccc(CCN2C(=O)C3C4CC(=O)C(c5ccccc54)C3C2=O)cc1OC (centres undefined),2,9
Cc1ccc(-c2c(C(=O)N3CCOCC3)nc3ccccn23)cc1,-2,-5
Cc1cc(S(=O)(=O)N2CCC(c3noc(-c4ccccc4)n3)CC2)ccc1F,-1,-4
Cc1ccc(NC(=O)c2cc3ccccc3o2)c(Br)c1,4,0
O=C(Nc1cccc(F)c1)Nc1nccn(-c2cccc(F)c2)c1=O,-2,4
Cc1cc(NC(=O)c2ccc(Br)o2)no1,2,-4
COc1cc(C=NCc2ccccc2)ccc1OC(=O)c1cc(OC)c(OC)c(OC)c1,-10,.
# (next part)
SMILES,Pf apPOL inh,mHTT-CaM PPI inh
CN(C1CCCCC1)S(=O)(=O)c1cc(C(=O)Nc2ccc(Br)cc2)ccc1F,-3,-9
CN1C(=O)NC(c2ccccc2[N+](=O)[O-])C2=C1CCCC2=O (centres undefined),-9,29
CCC1Oc2ccc(C)cc2N(CC(=O)NCCc2ccc(OC)c(OC)c2)C1=O (centres undefined),-4,25
O=C(c1ccc(Cl)cc1)N1CCN(c2ccc([N+](=O)[O-])c(N3CCCCC3)c2)CC1,-2,-5
CCCn1c(=O)c(N2CCC(NC(=O)Nc3cc(C)ccc3C)CC2)nc2ccccc21,-1,3
CC(NC(=O)C1CC1(C)C)c1ccccc1 (centres undefined),-6,0
Cc1ccc(C(=O)NCc2ccc(-n3ccnc3)cc2)s1,-1,14
CCCNC(=O)c1cn(-c2ccc(C)cc2)nn1,0,-7
Cc1ccc2nc(Cl)c(CC3CC(c4ccccc4)=NN3C(=O)CCCC(=O)O)cc2c1 (centres undefined),-36,7
O=C1CSC(c2ccccc2[N+](=O)[O-])N1c1cc(Cl)cc(Cl)c1 (centres undefined),-7,33
O=C(Nc1cccc2nsnc12)c1ccc(F)cc1,-81,-18
CC(C)c1cc(C2CCCN2C(=O)Nc2ccc(Br)cc2F)on1 (centres undefined),0,-7
Cc1c(NC(=O)C(C)N(c2ccccc2)S(C)(=O)=O)c(=O)n(-c2ccccc2)n1C (centres undefined),9,-2
COc1cccc(-c2noc(C3CCCN3C(=O)NCc3ccco3)n2)c1 (centres undefined),-1,28
CC1=CC(C)(C)N(C(=O)CSc2nnc(C)s2)c2cc(C)c(C)cc21,-2,7
Cc1[nH]c2ccccc2c1SCC(=O)NNC(=O)Nc1ccc(OC(F)(F)F)cc1,0,.
COc1ccc(S(=O)(=O)NCc2ccc3c(c2)OCO3)cc1[N+](=O)[O-],0,6
COc1ccc(OC)c2sc(NC(=O)c3sc(C)nc3C)nc12,-3,39
Cc1ccc(-c2nc3ncccc3o2)cc1NC(=O)C1CCCCC1,-10,-1
COc1ccc(OC)c(C2=NOC(C(=O)Nc3ccc4c(c3)OCO4)C2)c1 (centres undefined),-2,49
Cc1cc(C=O)c(C)n1-c1ccc(Br)cc1F,-14,8
O=C1C=C(c2ccc(Cl)cc2)C(=O)N1C1CCCCC1,4,-2
COc1ccc2oc(=O)c(C(=O)Nc3ccccc3Oc3ccccc3)cc2c1,-3,2
FC(F)(F)c1ccnc(NCc2ccco2)n1,-2,.
NC(=O)CSc1nnc(SCC(N)=O)s1,.,-3
# (continued)
SMILES,Pf apPOL inh,mHTT-CaM PPI inh
CCCOc1ccc(Oc2nc(NCC)nc(N(C)C)n2)nn1,2,-1
CCCC1C2CC(C)CC=C2C(C#N)=C(N)C1(C#N)C#N (centres undefined),10,9
CCOC(=O)C(C)=NNc1cc(C(F)(F)F)ccc1N1CCOCC1,-7,.
O=c1c([N+](=O)[O-])c(O)nc2ccccn12,0,-6
COC(=O)C1=C(C)NC(C)=C(C(=O)OC(C)(C)CN(C)CCC(c2ccccc2)c2ccccc2)C1c1cccc([N+](=O)[O-])c1 (centres undefined),2,.
CC(=O)Nc1cccc(N2CC(C(=O)Nc3cccc(C(C)=O)c3)CC2=O)c1 (centres undefined),0,3
CC(=O)Oc1ccc2c(=O)c(Oc3ccccc3)c(C(F)(F)F)oc2c1,3,14
CC(=O)Nc1ccc(S(=O)(=O)NCc2ccsc2)c(C)c1,-6,-5
NC(=O)C1C(c2ccccc2)=C1c1ccccc1,0,-3
COc1ccccc1Oc1ccc(S(=O)(=O)NCc2ccco2)cc1,-10,-13
Cc1nc(C)c(-c2ccc(=O)n(CCNC(=O)c3csc(-c4ccccc4)n3)n2)s1,-3,2
Cc1ccc(C(=O)Nc2ccc(-c3nc4ccccc4s3)c(O)c2)cc1[N+](=O)[O-],30,-2
COc1ccc(N(C(=O)COc2ccccc2C)S(=O)(=O)c2ccc(Cl)cc2)cc1,-8,8
